# Bioassay records (PubChem)
# CaV13 FRET inh: Primary screen for inhibitors of IQ motif and Ca2+-dependent inactivation inhibitor domain binding in CACNA1D, Förster resonance energy transfer in living cells, …. 340,000 tested, 0.098% active. AID 743397. inhibition, % at 12.3 µM. HEK cells, CFP/YFP FRET ICDI-IQ, plate reader, 10 min; percent FRET-ratio fall versus neutral wells;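 active means mean replicate inhibition of at least 30% and at least 1% of replicates passing that level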;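 further: 0% = median of the neutral control wells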
# Peg3 prom inh: inhibitors of Peg3 promoter. HeLa PEG-Prom luciferase reporter, luminescence, overnight. inhibition, % at 20 µM. 360,000 tested, 1.7% active. AID 588405;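 active means inhibition of at least 50% at 20 µM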
# PDI inh: PDI (human) enzyme inhibition. P07237. inhibition, % at 10 µM. PDI insulin aggregation turbidity, A650, 90 min. 350,000 tested, 0.052% active;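 active means mean inhibition across replicates of 30% or more, whatever share of single replicates reach that level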;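 further: absorbance from insulin aggregation driven by PDI reduction with DTT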
# Target sequence (P07237 whole entry, looked up): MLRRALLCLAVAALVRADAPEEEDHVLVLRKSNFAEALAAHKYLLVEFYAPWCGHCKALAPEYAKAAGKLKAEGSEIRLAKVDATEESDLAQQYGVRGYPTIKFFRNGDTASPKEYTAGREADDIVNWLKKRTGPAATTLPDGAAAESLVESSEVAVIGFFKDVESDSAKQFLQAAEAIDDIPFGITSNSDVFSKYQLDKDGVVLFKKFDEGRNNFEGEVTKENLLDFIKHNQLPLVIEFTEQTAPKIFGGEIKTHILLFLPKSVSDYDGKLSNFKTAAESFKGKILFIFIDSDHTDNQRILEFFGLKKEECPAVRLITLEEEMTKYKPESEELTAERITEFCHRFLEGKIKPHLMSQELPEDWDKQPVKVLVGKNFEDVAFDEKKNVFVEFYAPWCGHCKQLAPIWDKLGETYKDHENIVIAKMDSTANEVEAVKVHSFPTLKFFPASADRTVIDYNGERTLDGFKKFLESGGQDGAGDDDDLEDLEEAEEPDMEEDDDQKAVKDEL
# Granule exo inh: lytic granule exocytosis inhibition; TALL-104 LAMP-1 surface exposure, flow cytometry; cells stimulated with thapsigargin and PMA; AID 651702; inhibition, % at 10 µM; 360,000 tested, 0.66% active;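 active means inhibition above about 55%, limit read from the data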
# TRPM1 prom inh: MITF TRPM1 promoter inhibition in SK-MEL-5 cells; SK-MEL-5 TRPM1 promoter luciferase, 24 h; 330,000 tested, 0.83% active; AID 488899; inhibition, % at 12.5 µM;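 active means mean inhibition across replicates of 60% or more, whatever share of single replicates reaches that level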; further: values of inactives mirror those of a sister screen read the other way
# NR2E3 ag-1: agonists of human nuclear receptor NR2E3. Q9Y5X4. GST-NR2E3/biotin-RetCOR TR-FRET, 1536-well. inhibition of corepressor binding, % at 4.78 µM. 320,000 tested, 0.12% active. AID 2300;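 active means percent inhibition above the cutoff of mean plus 3 SD of all tested compounds, set per screening campaign, cut at about 20% in these data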;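 further: 0% = DMSO wells and 100% = biotin wells as full block of FRET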
# Target sequence (Q9Y5X4 whole entry, looked up): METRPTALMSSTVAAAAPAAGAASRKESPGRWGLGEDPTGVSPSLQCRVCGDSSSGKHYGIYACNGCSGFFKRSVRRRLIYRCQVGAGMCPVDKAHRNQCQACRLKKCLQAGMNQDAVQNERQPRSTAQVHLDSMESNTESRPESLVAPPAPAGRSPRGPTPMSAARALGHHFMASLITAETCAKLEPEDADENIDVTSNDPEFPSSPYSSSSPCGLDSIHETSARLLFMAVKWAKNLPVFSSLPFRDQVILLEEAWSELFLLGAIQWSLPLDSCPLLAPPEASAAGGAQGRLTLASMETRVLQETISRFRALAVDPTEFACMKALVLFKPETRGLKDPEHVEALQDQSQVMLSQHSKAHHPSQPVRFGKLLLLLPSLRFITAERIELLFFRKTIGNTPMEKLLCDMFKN
#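 System: GST-tagged NR2E3 plus biotinylated RetCOR corepressor; Buffer or medium: pH 7.5 Tris-based buffer; Probe or stimulus: RetCOR corepressor, biotinylated, 7 nM; Doses: compound at 4.8 µM, single dose; Schedule: 5 h incubation at 4 °C; Technique: time-resolved FRET; Evaluation: percent inhibition of TR-FRET ratio; Replication: one well per compound, singlicate testing.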
# Vif inh: blocks HIV Vif function | inhibition, % at 7.49 µM | HEK293T cells, Vif self-association by quenched fluorescence, imaging, 24 h | 340,000 tested, 0.35% active; in the data active means inhibition above about 50%, passing the limit was not always enough; further: some results filed as inactive read as strong as hits
# HIF-2a inh: blocks HIF-2a reporter activity | 786-0 RCC cells HIF-2a reporter, luciferase luminescence, overnight | inhibition, % at 18.8 µM | 360,000 tested, 0.72% active;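 active means inhibition of the luminescence signal of 40% or more relative to plate controls, in a single-dose primary screen at 18.75 µM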
# NR2E3 ag-2: activates human NR2E3 receptor; Q9Y5X4; CHO-S Gal4-NCOR/VP16-NR2E3 two-hybrid, luciferase; 360,000 tested, 0.35% active; AID 602229; inhibition of corepressor binding, % at 3.98 µM;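 active means inhibition above the mean of all tested compounds plus 3 SD, cut at about 70% in these data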;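 further: 0% = DMSO with NR2E3 transfected cells and 100% = cells lacking NR2E3 construct; higher means lower luciferase signal from less NR2E3 corepressor binding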
# aDG glyco up: alpha-DG glycosylation activation; Pro5-aDG cells, alpha-DG glycosylation AlphaScreen (IIH6); 0% Pro5, 100% B10-LARGE cell signal; activation, % at 10 µM; AID 624168; 360,000 tested, 0.22% active;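 active means activation of at least 8% versus controls, or a plate z-score of at least 8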;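 further: Pro5 are CHO cells carrying HIG-tagged alpha-DG that lacks glycosylation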
# hiPSC survival: hiPSC single-cell survival enhancement | ATPlite luminescence; 100% = ROCK inhibitor wells, 0% = DMSO | survival enhancement, % at 20 µM | 360,000 tested, 0.044% active; in the data active means survival enhancement above about 18%;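 further: cells exposed to compounds for 16 hours before the ATP read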
# Starred values were filed as active, the others as inactive; · = not tested or not shown.
SMILES,CaV13 FRET inh,Peg3 prom inh,PDI inh,Granule exo inh,TRPM1 prom inh,NR2E3 ag-1,Vif inh,HIF-2a inh,NR2E3 ag-2,aDG glyco up,hiPSC survival
COc1ccc(-c2nnc(SCC(=O)O)n2Cc2ccccc2)cc1,-2,-12,-2,-4,15,-2,13,-1,-22,0.0,3.5
Cc1ccc(OS(=O)Nc2cccc3nccnc23)cc1 (configuration not stated),-9,18,1,15,11,3,-1,-10,1,0.1,1.2
Cc1csc2nc(CNC(=O)C3CCCCC3)cn12,-3,-23,·,-1,·,1,5,-45,-28,-0.1,0.8
CC(=O)n1cc([C@H]2C=C(C(=O)Nc3ccccc3)O[C@@H](OCc3ccc(CO)cc3)C2)c2ccccc21,·,46,4,1,17,2,15,0,34,-0.4,-1.1
COC(=O)c1nn(-c2ccc(Cl)cc2)c(=O)cc1Sc1ccccn1,-5,0,-12,-2,-4,-21,1,14,7,0.0,-1.1
N/C(=N\OC(=O)c1ccc2ccccc2c1)c1ccccc1Cl,·,81*,14,1,-76,-2,1,-300,-112,-0.1,-0.4
O=C(O)c1c[nH]c2ccc([N+](=O)[O-])cc2c1=O,-2,0,-13,12,-3,·,5,13,-47,-0.1,-0.7
O=C1C(=Cc2cccc(O)c2O)SC(=S)N1CCCN1CCOCC1,-2,-22,2,-2,·,·,0,5,-9,0.1,-3.9
COc1ccc(S(=O)(=O)N2CCCCCC2)cc1NC(=O)c1c2c(nc3ccccc13)CCN(Cc1ccccc1)C2,-3,43,-1,-5,1,0,-15,12,-7,-0.2,-1.0
O=NN1CCN(c2ccncc2S(=O)(=O)N2CCCCC2)CC1,-6,45,0,-11,-7,1,-9,2,-10,0.2,0.0
O=C(CCCc1ccccc1)Nc1cccc(C(=O)O)c1,-5,40,-1,-1,70*,3,3,55*,-174,-0.2,2.3
O=C(CCC1CCCCC1)Nc1nccs1,1,-176,15,-12,-12,3,-2,-149,22,0.1,0.7
COc1ccc(-c2nc(CS(=O)CC(=O)NCCC3=CCCCC3)c(C)o2)cc1 (configuration not stated),5,-108,·,19,·,-1,-8,-152,-54,-0.1,-2.1
CN(C(=O)CSc1cccc[n+]1[O-])c1ccccc1,-5,-2,2,5,·,·,17,0,5,0.0,1.1
CC(C(=O)N1CCCCC1)n1ncn2cccc2c1=O (configuration not stated),-5,8,-12,0,-5,-1,-1,5,-14,0.2,0.2
CCOc1nc(-c2ccc(Cl)cc2Cl)ccc1C#N,-3,39,-3,2,3,3,1,14,-15,-0.1,0.8
CCOc1ccc(S(=O)(=O)N(CCO)CCO)cc1-c1nc2c(C(C)(C)C)nn(C)c2c(=O)[nH]1,-5,-15,-5,-3,-16,2,-1,-24,10,-0.6,-0.8
CN1/C(=c2/s/c(=C3/C(=O)N(c4ccccc4)NC3=Nc3ccccc3)n(C)c2=O)C(C)(C)c2ccccc21,·,27,-2,-1,-4,4,5,3,-14,0.4,0.5
Cc1ccc(Nc2ccccc2N)cc1,-6,-56,-4,11,26,1,5,-69,-29,0.8,0.1
Cc1c(C(=O)NCCC2=CCCCC2)oc2ccc(S(=O)(=O)N3CCOCC3)cc12,-4,66*,-3,4,13,2,-1,-6,16,-0.5,-1.3
COc1ccccc1C(c1nnnn1Cc1ccccc1)N1CCC(C(N)=O)CC1 (configuration not stated),-8,-2,4,-1,-1,5,4,7,-13,-0.2,4.1
COCCCN1C(=O)C(=O)/C(=C(/O)c2ccccc2)C1c1ccc2c(c1)OCO2 (configuration not stated),·,3,-7,0,-8,4,-2,-15,-34,-0.1,1.6
COc1ccc(N2CCN(CC(=O)Nc3ccc(SC(F)F)cc3)CC2)cc1,-14,8,-5,0,-1,1,1,13,-3,-0.2,1.2
Cc1noc(NS(=O)(=O)c2ccc(NC(=O)C34CCC(CC3)C4)cc2)c1C,·,7,-7,0,5,4,-2,10,-10,0.1,-1.3
CCOC(=O)C1CCCN(C(=O)c2cc(Cl)ccc2NC(=O)C2=C(C)OCCS2)C1 (configuration not stated),-3,-9,-8,-6,17,4,3,-1,-6,0.1,1.1
C=CCSC1=C(C#N)C(c2ccc(C(C)C)cc2)CC(=O)N1 (configuration not stated),-7,10,-6,-4,-5,3,5,4,-4,-0.1,0.1
Cc1cc(-c2ccc(/C=N/n3cnnc3)o2)c([N+](=O)[O-])cc1C,·,-5,3,0,-3,1,0,-10,-5,0.0,-1.1
CC(C)OCCCNC(=O)C(NC(=O)c1ccc(Cl)cc1)C(C)C (configuration not stated),-7,6,7,20,7,4,11,7,-25,0.2,-0.1
O=c1[nH]c2nc(Br)[nH]c(=O)c2[nH]1,-10,2,8,-6,-4,·,14,17,-4,-0.1,4.5
CCCCOc1ccc(-c2nnc(N)s2)cc1,-3,-88,11,-1,-33,0,2,-179,-87,0.0,-1.7
CCCCNC(=O)N(O)C1N(CCCC)C(=O)N(CC(=O)OC)C1(C)C (configuration not stated),-9,-5,4,-2,-4,3,22,2,-6,0.0,-1.7
Cc1ccccc1-n1ncc2c1CC(C)(C)CC2NC(=O)CCN1Cc2ccccc2C1=O (configuration not stated),-8,14,9,-1,2,0,-1,9,16,0.1,1.2
CN(C)/C=C/C(=O)c1ccc(Cl)s1,-6,-35,10,-1,-6,1,5,-36,5,-0.3,0.1
Cc1nnc(SCC(=O)N2CCCCC2)s1,-3,-8,10,0,-27,-2,14,-19,-5,-0.1,6.2
CCOc1cccc(/C(O)=C2/C(=O)C(=O)N(CCOC)C2c2ccc(C)o2)c1 (configuration not stated),0,2,2,-1,-3,-2,-3,7,-12,0.2,3.8
Cc1cccc(Nc2nc(-c3ccccc3)c(C(=O)Nc3cccnc3)s2)c1,2,-62,-2,-1,-16,3,1,-144,-23,0.3,-1.7
COc1ccccc1Nc1nc(-c2cccc([N+](=O)[O-])c2)nc2ccccc12,·,11,3,2,2,-5,14,-5,25,1.8,-2.4
COc1ccc(CNc2nc3nc(C)c(Cl)c(=O)n3[nH]2)cc1OC,-5,-1,1,0,-5,-5,7,11,-7,-0.4,-2.0
CC(C)Oc1ccc(CN2CCC2(C)C(=O)NCc2ccc(C(F)(F)F)cc2)cc1 (configuration not stated),-4,14,4,0,·,·,-4,3,-4,0.7,2.6
CC1=NN(c2ccccc2)C(=O)C1C=Nc1ccccc1O (configuration not stated),-5,-6,-10,0,12,3,-3,0,-28,1.2,0.5
O=C(COC(=O)c1c2c(nc3ccccc13)CCCC2)c1ccc(Br)s1,-3,9,-1,-2,3,-1,-4,17,-11,0.2,2.2
O=C(NCCc1ccc2c(c1)OCCO2)c1cccc(F)c1,-2,-119,-15,0,-28,1,0,-148,-68,4.6,-2.4
N#Cc1ccc(NC(=S)/N=C(\N)c2ccccc2)cc1,-8,-230,·,-4,·,·,0,-293,-76,-0.4,-0.9
O=C(CCOc1ccccc1)Nc1ccnn1C1CCN(Cc2ccccc2)CC1,-5,1,-9,-1,-10,3,-9,5,-5,-0.3,0.2
CCN(c1ccccc1)S(=O)(=O)c1cc2c(cc1C)NC(=O)CO2,-6,6,·,-4,·,1,1,16,16,0.0,0.4
CC(C)Cc1nccs1,·,-3,·,0,·,0,15,8,-8,-0.2,-0.9
CCOC(=O)c1cc2c(C)n(-c3ccc(OCC)cc3)c(C)c2cc(C(=O)OCC)c1=O,-3,16,1,-8,-3,7,-8,7,-27,0.1,2.5
CCCNc1nc(N)nc(-c2cc(Cl)ccc2OC)n1,0,14,2,1,2,0,8,12,-14,-0.3,2.7
Cc1cc(C(=O)COC(=O)CC(NC(N)=O)c2ccc(Cl)cc2)c(C)n1C (configuration not stated),-2,1,-49,0,·,·,12,12,-15,0.1,2.4
Cc1ccc(-n2ncc3c(=O)n(CC(=O)NC4CCCCC4)cnc32)cc1C,-5,7,-13,1,-1,3,-1,-23,15,0.3,-2.6
NNC(=O)C1=NOC2COC3(CCN(c4ncccn4)CC3)OCC12 (configuration not stated),-4,4,7,-1,7,1,2,3,-14,0.0,-0.5
CCOC(=O)c1ccccc1NC(=O)/C=C/C(=O)O,0,9,4,4,1,-5,-4,-1,-13,-0.1,-0.5
c1ccc(Cn2nnc(-c3ccccc3)n2)cc1,-4,-134,6,-2,-48,-3,7,-190,-17,0.2,-1.4
CC(=O)c1c(O)cc2n(c1=O)-c1ccc(Cl)cc1C2(C)C,-8,-9,4,4,3,6,-6,15,-26,-0.5,1.9
CCOc1ccc(CCNc2ccc3nnc(-c4ccccc4)n3n2)cc1OCC,-8,34,-7,-10,·,3,·,1,4,0.2,0.7
O=C1CSc2cc(Cl)ccc2N1,-5,3,-5,-2,5,·,-5,0,-6,0.4,-1.1
COCCCN1CN=C(Nc2nc3ccccc3o2)NC1,-3,-98,-1,0,-35,-3,1,-119,-65,-0.3,0.7
CCOc1ccccc1NC(=O)c1ccc(C(=O)Nc2ccccc2OCC)nc1,-5,12,-5,1,6,-3,-2,10,-3,0.1,-0.1
CC(Cl)C(=O)NN=C(c1ccccc1)c1ccccc1 (configuration not stated),5,7,10,2,-3,3,-2,5,-12,0.0,-2.2
COc1ccc2c(c1OC)C(=O)N1c3ccccc3COC21 (configuration not stated),·,-301,9,-4,-72,-1,-3,-256,-136,0.0,-2.5
# More results.
SMILES,CaV13 FRET inh,Peg3 prom inh,PDI inh,Granule exo inh,TRPM1 prom inh,NR2E3 ag-1,Vif inh,HIF-2a inh,NR2E3 ag-2,aDG glyco up,hiPSC survival
CCCC12CN3CC(C)(CN(C1)C3c1cccs1)C2=O (configuration not stated),-3,12,-1,-3,·,1,3,16,-32,0.0,0.5
C=CCN1C(=O)/C(=C\c2ccc(C)cc2)N=C1SCC(=O)NCCC,-5,-10,-1,-4,0,2,-3,10,-19,0.7,-2.6
Cc1cc2cc(C(c3nnnn3Cc3ccccc3)N3CCc4ccccc43)c(=O)[nH]c2cc1C (configuration not stated),-6,9,-3,0,13,1,-1,6,-21,0.1,-1.4
CCOCCCNC(=O)/C(C#N)=C/c1cc(C)c(O)c(C)c1,10,18,11,50,5,0,21,-9,-9,-0.4,-0.9
O=C(Cc1ccccc1)Nc1ccc(N2CCOCC2)cc1,-18,-111,-18,-4,-5,-6,59*,-115,-30,-0.1,0.0

# 4 entries picked at random from the list so far, as already listed:
SMILES,CaV13 FRET inh,Peg3 prom inh,PDI inh,Granule exo inh,TRPM1 prom inh,NR2E3 ag-1,Vif inh,HIF-2a inh,NR2E3 ag-2,aDG glyco up,hiPSC survival
CCOCCCNC(=O)/C(C#N)=C/c1cc(C)c(O)c(C)c1,10,18,11,50,5,0,21,-9,-9,-0.4,-0.9
C=CCN1C(=O)/C(=C\c2ccc(C)cc2)N=C1SCC(=O)NCCC,-5,-10,-1,-4,0,2,-3,10,-19,0.7,-2.6
CCCC12CN3CC(C)(CN(C1)C3c1cccs1)C2=O (configuration not stated),-3,12,-1,-3,·,1,3,16,-32,0.0,0.5
Cc1cc2cc(C(c3nnnn3Cc3ccccc3)N3CCc4ccccc43)c(=O)[nH]c2cc1C (configuration not stated),-6,9,-3,0,13,1,-1,6,-21,0.1,-1.4
